Screens as filed in PubChem BioAssay.
S-ASM inh: inhibitors of human secretory acid sphingomyelinase; placental ASM, HMU-PC fluorogenic substrate, 60 min; Potency, µM (highest dose often 57.5 µM), for inactives: at the top dose activity change, negative = inhibition, actives largely listed as inhibitors; hit rate 0.006% among 340,000; note: potency is the fitted concentration of half-maximal effect
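Human placenta-derived ASM enzyme was preincubated with compound for 10 minutes at room temperature, then given fluorogenic substrate HMU-PC0 (9 uM final) for 60 minutes at 37 °C; a pH 10 stop preceded fluorescence reading at Ex 386/Em 447 nm.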
Menin-MLL TR inh: inhibitors of human menin-MLL interaction, mutant MLL peptide. hit rate 0.23% among 270,000. Menin + Texas Red MLL mutant peptide, fluorescence polarization. AID 1768. Potency, µM (series often up to 61.6 µM), for the others: top-dose FP activity change, negative = inhibition, hits mostly inhibitors; active = well fitted inhibition curve with a large enough effect in the polarisation, with a control signal flat, not every such curve was filed as active; inconclusive = small, poorly fitted or top-dose-only effect, or effect the other way, or a change in a side signal; inactive = no such curve, though single readings can be large or run the other way; the % refers to the polarisation; note: potency is the fitted concentration of half-maximal effect; % of control where 0% means no effect; many of its hits are not listed in these tables
MBNL1-CUG inh: blocks human MBNL1 binding to CUG repeat RNA. Q9NR56. TR-FRET MBNL1-His/biotin-(CUG)12 binding, 665/545 ratio. Potency, µM (highest dose often 57.5 µM), for the others: top-dose activity change, negative = inhibition, usual class: inhibitors. hit rate 0.036% among 280,000; active = well fitted inhibition curve with a large enough effect in the signal ratio, with a control signal flat, not every such curve was filed as active; inconclusive = small, poorly fitted or top-dose-only effect, or effect the other way, or a change in a side signal; inactive = no such curve, though single readings can be large or run the other way; the % refers to the signal ratio; note: potency is the fitted concentration of half-maximal effect; % is set by controls: 0 for no effect and ±100 for the full control effect
Target sequence (Q9NR56 whole entry, looked up): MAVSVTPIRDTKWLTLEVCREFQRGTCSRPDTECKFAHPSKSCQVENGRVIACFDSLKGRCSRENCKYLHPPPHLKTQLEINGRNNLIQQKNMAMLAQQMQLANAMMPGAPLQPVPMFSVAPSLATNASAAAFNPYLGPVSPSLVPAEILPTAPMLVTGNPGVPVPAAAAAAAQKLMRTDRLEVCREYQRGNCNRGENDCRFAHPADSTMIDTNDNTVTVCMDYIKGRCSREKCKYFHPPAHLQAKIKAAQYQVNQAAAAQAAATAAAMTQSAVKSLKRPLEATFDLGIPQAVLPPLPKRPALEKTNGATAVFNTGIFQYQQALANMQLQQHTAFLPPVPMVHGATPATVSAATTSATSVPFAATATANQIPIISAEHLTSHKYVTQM
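TR-FRET readout: Ex 340 nm, 665/545 nm emission ratio, normalized to buffer-only (basal) and MBNL1-(CUG)12 controls. Complex of MBNL1-His with Biotin-(CUG)12, compounds 92 nM–58 uM, incubated 60 min at room temperature.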
PTAP TSG101 blk: blocks PTAP/TSG101 interaction to inhibit HIV-1 budding. Potency, µM (highest dose often 115 µM), without a hit: at the highest dose activity change, negative = inhibition, actives largely listed as inhibitors. Fluorescence polarization, FITC-PTAP peptide / Tsg101 binding. 340,000 tested, under 10 active. AID 493005. Q99816; active = well fitted inhibition curve with a large enough effect in the main read-out, with a control signal flat, not every such curve was filed as active; inconclusive = small, poorly fitted or top-dose-only effect, or effect the other way, or a change in a side signal; inactive = no such curve, though single readings can be large or run the other way; note: potency is the fitted concentration of half-maximal effect; % of control where 0% means no effect
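FP read-out: FITC-PTAP peptide, 50 nM final, binding Tsg101 binding domain, 10 uM final; 20 min, r.t.; 10 mM HEPES pH 7.5, 0.15 M NaCl, 0.01% Tween 20, 3 mM EDTA, 0.1 mM TCEP.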
TCR activator: activates T cell receptor signaling; primary human leukocytes, anti-CD3, IL-2 HTRF, 48 h; Potency, µM (titrated, usually from 9.22 µM), without a hit: top-dose activation of IL-2 secretion, usual class: activators; 330,000 tested, under 10 active; note: % of control where 0% means no effect
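1) Mix primary human leukocytes, a-CD3 beads and compound. 2) Incubate 48 hr. 3) Add HTRF IL-2 reagents (a-IL-2-K, a-IL-2-d2).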
CXXC DNA block: blocks binding of human MLL CXXC domain to DNA; Q03164; MLL-CXXC / FITC-HOXA9 DNA fluorescence polarization; Potency, µM (doses to about 115 µM), for inactives: at the top dose activity change, negative = inhibition, actives largely listed as inhibitors; hit rate 0.037% among 290,000; active = well fitted inhibition curve with a large enough effect in the polarisation, with a control signal flat, not every such curve was filed as active; inconclusive = small, poorly fitted or top-dose-only effect, or effect the other way, or a change in a side signal; inactive = no such curve, though single readings can be large or run the other way; the % refers to the polarisation; note: potency is the fitted concentration of half-maximal effect
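Steps: dispense CXXC domain solution (7 uM) → pin compounds or unlabeled HOX-A9 DNA control → 5 min ambient → add FLSN-HOX-A9 solution (50 nM) → spin → 30 min ambient → fluorescence polarization. Tris pH 7.5/NaCl/DTT/BSA buffer.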
a7 integrin act: activators of alpha7 integrin expression for muscular dystrophy; alpha7betagal myoblasts, beta-gal FDG fluorescence, 48 h; Potency, µM (top dose mostly 38.3 µM), for the others: at the highest dose activation, hits mostly activators; hit rate 0.064% among 350,000;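 note: potency is the fitted concentration of half-maximal effect; 100% = response of the positive control SU9516; nearly all actives have a fitted effect of over 60% in size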
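Alpha7betagal+/- myoblasts (passage 13) were plated 16-24 hr, then exposed to compounds (1:260 dilution of DMSO stock) for 48 hours at 37C. After MPER lysis, β-galactosidase reporter activity was read as FDG fluorescence (ex 480/em 540) after 30 minutes.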
TSHR antag: blocks TSH signaling through the human TSH receptor | P16473 | TSHR-expressing cells, TSH-stimulated cAMP HTRF, 2 h; active compounds read low | activity change, negative = inhibition, % at 11.5 µM | hit rate 0.2% among 330,000;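 active = activity change below a set negative limit, meaning inhibition stronger than a set level, cut at about -70% in these data; inconclusive = activity change between two set negative limits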; note: % is set by controls: 0 for no effect and ±100 for the full control effect
Target sequence (P16473 whole entry, looked up): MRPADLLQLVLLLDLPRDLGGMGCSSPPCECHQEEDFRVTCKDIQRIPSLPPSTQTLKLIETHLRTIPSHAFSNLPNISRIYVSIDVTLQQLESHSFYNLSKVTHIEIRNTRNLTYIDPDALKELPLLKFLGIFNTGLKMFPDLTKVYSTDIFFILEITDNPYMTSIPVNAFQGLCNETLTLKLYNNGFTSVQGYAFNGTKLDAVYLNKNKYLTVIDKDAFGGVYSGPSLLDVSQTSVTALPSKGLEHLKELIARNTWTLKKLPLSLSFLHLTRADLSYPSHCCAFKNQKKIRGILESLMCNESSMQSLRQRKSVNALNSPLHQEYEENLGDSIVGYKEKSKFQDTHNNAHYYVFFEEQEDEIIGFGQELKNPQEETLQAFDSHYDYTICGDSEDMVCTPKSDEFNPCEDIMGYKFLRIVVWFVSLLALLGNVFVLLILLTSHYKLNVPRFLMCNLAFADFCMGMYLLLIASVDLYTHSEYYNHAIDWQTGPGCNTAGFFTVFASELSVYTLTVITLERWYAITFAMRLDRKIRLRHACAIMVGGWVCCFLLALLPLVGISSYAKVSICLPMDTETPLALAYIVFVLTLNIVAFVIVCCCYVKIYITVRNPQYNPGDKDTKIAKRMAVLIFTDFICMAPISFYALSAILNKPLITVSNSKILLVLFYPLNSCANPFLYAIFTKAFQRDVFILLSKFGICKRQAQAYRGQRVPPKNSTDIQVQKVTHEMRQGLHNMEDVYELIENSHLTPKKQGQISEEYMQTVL
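Cell-based HTRF cAMP assay; TSHR cells + compound, TSH EC80 (4nM final), 2 h, 37 deg C. Lysis with anti-cAMP cryptate and cAMP-d2, 30 min RT, read 665/620 nm.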
AT treatment: potential ataxia-telangiectasia treatments restoring KAP-1 phosphorylation | hit rate 0.19% among 320,000 | AID 485349 | Potency, µM (doses to about 57.5 µM), for inactives: at the top dose activation, actives largely listed as activators | […] A-T fibroblasts, KAP-1 phosphorylation AlphaLISA; neocarzinostatin DNA damage 30 min before lysis; note: potency is the fitted concentration of half-maximal effect; % of control where 0% means no effect; nearly all actives have a fitted effect of over 45% in size
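hTERT-immortalized A-T patient fibroblasts ([…]), 500 cells/well in OPTI-MEM, 1% FBS, got compounds for 60 min, then NCS for 30 min at 37C. Lysates were then assayed for phospho-KAP-1 by AlphaLISA (anti-pKAP1 donor, anti-KAP1 acceptor beads), 6 hr at 25C.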
Mito fusion act: inhibitors of mitochondrial division or activators of mitochondrial fusion; S. cerevisiae fusion-defective mutant growth rescue, CellTiterGlo 48 h; Potency, µM (titrated, usually from 46.1 µM), for inactives: at the top dose growth rescue (activation), actives largely listed as activators; hit rate 0.23% among 320,000;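 note: potency is the fitted concentration of half-maximal effect; % of control where 0% means no effect; nearly all actives have a fitted effect of over 45% in size; temperature-sensitive fusion mutants such as fzo1-1 at 37 °C on non-fermentable ethanol glycerol medium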
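Temperature-sensitive fusion-defective S. cerevisiae (e.g. fzo1-1, mgm1-5) were grown with compound in YPEG medium (3% ethanol, 3% glycerol) for 48 hours at 37C. Growth rescue was measured as viability by CellTiterGlo luminescence after 10 minutes at ambient.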
An asterisk follows results filed as active; ? = inconclusive; / = not tested or not shown; & = joins results of further samples; [ ] = another dose, or the depositor's remark. Unless noted, calls come from the whole dose curve; as a rule, active = well fitted curve in the direction sought with a large enough effect; inconclusive = small, poorly fitted or top-dose-only effect, or another doubt; inactive = no such curve, though single readings can be large; an effect the other way counts as inactive or inconclusive.

SMILES	S-ASM inh	Menin-MLL TR inh	MBNL1-CUG inh	PTAP TSG101 blk	TCR activator	CXXC DNA block	a7 integrin act	TSHR antag	AT treatment	Mito fusion act
O=C(Nc1ccccc1)c1cccc(C(F)(F)F)c1	-1%	3%	5%	-2%	-1%[46.1 µM]	6%	22%	2	6%	7%
CC(=O)Nc1ccc(NC(=O)c2c(C)nn(Cc3ccccc3Cl)c2C)cc1	1%	1%	-5%	-11%	3%	-5%	20%	4	4%	-3%
Cc1ccccc1-n1c(-c2ccco2)n[nH]c1=S	2%	-2%	-4%[11.5 µM]	-6%	2%[46.1 µM]	2%	6%	1	0%	-20%
COc1cccc(CNc2nc(-c3cccnc3)nc3ccccc23)c1	-5%	14%	-4%	-2%	2%	-6%	2%	-2	1%	?
O=C(CN1CCOCC1)NCc1ccccc1	3%	0%	3%	-9%	-6%	5%	-5%[7.66 µM]	4	3%	-1%
Cn1c(COc2cccc3ccccc23)nnc1SCC(=O)OC1CCCCC1	-5%	/	3%	0%	6%	-2%	-25%	-5	17%	9%
O=C(CSc1nnnn1-c1cccc(F)c1)NC1CC1	2%	/	/	0%	-3%	/	7%	-11	21%	/
NC(=O)c1nn(-c2ccccc2)nc1NC(=O)CN1CCCC1	6%	/	-10%	-6%	2%	-1%	1%	0	32%	0%
CCOC(=O)N1CCC(NCCNC(=O)c2ccccc2)CC1	-1%&-2%	3%	4%	-1%&0%	2%&3%	0%	4%&0%	8&8	-2%&-9%	-2%&0%
CCC(C)NS(=O)(=O)c1ccc(NC(=O)C(Sc2ccccc2)c2ccccc2)cc1 (centres undefined)	-2%	-3%	-19%	0%	0%[46.1 µM]	-6%	-59%[inhibitor]	-11	5%	14%
CCn1c(SCC(=O)Nc2cc(C)on2)nc2sc(C)c(C)c2c1=O	/	-14%	14%	/	/	9%	/	-3	8%	-4%
CC(C)(C)C(=O)Cn1ncc(N2CCOCC2)c(Br)c1=O	-1%	19%	9%	-7%	/	-3%	8%	1	4%	-7%
CCOc1ccc(/C=N/Nc2ccccn2)cc1OC	2%	33%[activator]	?	0%	1%	-3%	-17%	4	-5%	-9%
Cc1c(C(=O)O)oc2ccc(S(=O)(=O)N3CCC(C)CC3)cc12	9%	?	0%	-3%	-2%	-16%	3%	9	/	2%
O=C1CCCC(O)=C1N=Nc1c(Cl)cc(Cl)cc1Cl	2%	?	?	-7%	0%[46.1 µM]	1%	-36%	-7	3%	4%
N#Cc1c(N2C(=O)C3C4C=CC(C4)C3C2=O)sc2c1CCC2 (centres undefined)	0%	4%	-6%	-3%	-9%	0%	5%	19	-4%	-2%
O=C(CCS(=O)(=O)c1ccc(F)cc1)Nc1nnc(-c2ccc(F)cc2)o1	-1%	/	/	1%	-1%	/	-14%	-5	8%	9%
Cn1cc(C(=O)N2CCc3ccccc3C2)c(=O)c2cc(S(=O)(=O)N3CCCCC3)ccc21	/	5%	-25%[11.5 µM]	/	-2%[46.1 µM]	-3%	/	0	-1%	-12%
O=C(O)c1cccc(N=NN2CCOCC2)c1	2%	12%	8%	0%	0%	3%	6%	-11	3%	-7%
COc1ccc2c(c1)/C(=C\c1cccc(/C=C3/C(=O)Nc4ccc(OC)cc43)n1)C(=O)N2	-5%	/	/	-2%	-6%	/	-57%[inhibitor]	/	/	/
Cc1nn(-c2nc3ccccc3[nH]2)c(N)c1-c1ccccc1	-10%	15%	3%	-4%	4%	-25%	-35%	-6	3%	?
Cc1ccc2cc(-c3noc(C4CCCCC4)n3)c(=O)[nH]c2c1	31%[activator]	16%	0%	-1%	3%	-5%	-32%	0	-2%	4%
CCOC(=O)C1(Cc2cccc(F)c2)CCN(C(=O)Cc2cccnc2)CC1	0%	-10%	-5%	-2%	-2%	6%	-10%	-3	4%	5%
CCc1noc(C)c1C(=O)N(CC)CC(=O)NCc1ccc(Cl)cc1	3%	/	/	-5%	/	/	?	-2	-6%	-5%
COC(=O)C1=C(CSCc2ccco2)NC(=O)NC1c1cc(C)ccc1C (centres undefined)	-4%	3%	1%	-1%	-3%	4%	-4%	0	4%	3%
(more compounds)
SMILES	S-ASM inh	Menin-MLL TR inh	MBNL1-CUG inh	PTAP TSG101 blk	TCR activator	CXXC DNA block	a7 integrin act	TSHR antag	AT treatment	Mito fusion act
Cc1cc(C(=O)CNCc2ccco2)c(C)n1-c1ccc(F)cc1	7%	-17%	-11%	-14%	19%	-8%	-41%	-14	-10%	2%
Cc1ncc(CN2CCC(CO)(Cc3ccccc3)CC2)s1	5%	-5%	-9%	-3%	15%	1%	25%	4	3%	3%
CCN(CC)c1ccc(/C=N/N2CCN(Cc3ccccc3Cl)CC2)cc1	6%	-11%	2%	1%	0%	0%	-12%	-25	-10%	-7%
COc1cc(NC(=O)c2ccc(COCC(F)(F)F)o2)cc(OC)c1OC	-3%	19%	-6%	0%	3%	16%	1%	17	13%	0%
Cc1ccc2nc(NCCc3ccc(Cl)cc3)c3nncn3c2c1	-18%	18%	-10%	-5%	3%	2%	?	9	0%	-1%
Cc1ccc(-c2ccc(CCC(=O)O)n2NC(N)=S)cc1	-1%	-15%	?	0%	-4%[46.1 µM]	7%	8%	2	-12%	-2%
COc1cc(C)c(CN2CCC(n3nccc3NC(=O)C3CC3)CC2)cc1C	1%	/	-2%	-4%	1%	10%	0%	-3	7%	-4%
CC(=O)CCc1oc2ccc(C)cc2c1-c1ccc(C)o1	-4%	-1%	5%	-3%	1%	15%	-11%	-9	14%	-10%
CCOC(=O)c1sc(N)nc1C(F)(F)F	1%	/	/	-2%	-6%	/	0%	/	/	/
Cc1ccc(S(=O)(=O)NCCC(=O)Nc2nccs2)cc1	7%	?	-6%	-3%	2%	-1%	-718%[inhibitor]	5	21%	0%
CCOc1ccc(C(=O)NNC2CC(=O)N(CCc3ccccc3)C2=O)cc1OC (centres undefined)	2%	-5%	/	1%	-2%[46.1 µM]	-9%	17%	4	-6%	0%
Cn1c(CCNC(=O)c2cc(COc3ccc(F)c(F)c3)on2)nc2ccccc21	-2%	/	6%	3%	-8%	1%	1%	-3	16%	3%
CCOc1ccc(CCNC(=O)COC(=O)c2ccc(Cl)nc2)cc1OCC	6%	/	/	-1%	-4%	/	11%	8	0%	-4%
CCCNC(=O)Cn1cnc2sc(C(=O)N3CCCC(C(=O)OCC)C3)c(C)c2c1=O (centres undefined)	-1%	1%	-5%	-1%	-2%	4%	0%	29	0%	4%
CC1(C)CC(O)C(CCC(O)c2ccccc2)C(C)(C)N1 (centres undefined)	1%	-15%	8%	-3%	2%	-3%	-15%	1	-2%	2%
Cc1noc(C)c1C(=O)OCC(=O)NCc1ccccc1	3%	/	/	-14%	3%	/	-24%	-4	1%	1%
Cc1cnc(C(=O)OC(C)C(=O)NCc2ccccc2)cn1 (centres undefined)	-1%	/	/	-2%	-2%	/	8%	-7	2%	-11%
CN(CC(=O)Nc1ccc(F)cc1)C(=O)CN1C(=O)NC2(CCCC2)C1=O	4%	/	/	-1%	-5%	/	-6%	11	6%	-3%
O=C(NCC1CCCN(Cc2nccs2)C1)c1cccc2ccccc12 (centres undefined)	2%	/	16%	2%	-4%	12%	0%	-2	11%	0%
COc1ccccc1C(=O)NC(CCSC)C(=O)NCC(c1ccco1)N(C)C (centres undefined)	11%	-13%	9%	-4%	-7%	-1%	1%	-8	-2%	0%
COc1ccc(NC(=O)CCNC(=O)Cn2cnc3sc4c(c3c2=O)CCCC4)cc1OC	-1%	-2%	-5%	-1%	4%	17%	-37%	13	2%	10%
CSc1ccccc1OCc1cc(C(=O)N2CCNC(=O)C2)no1	0%	12%	?	/	-4%	-4%	1%	19	4%	1%
Cc1ccccc1Nc1c(-c2ccccn2)nc2ccccn12	2%	-26%	29%	-2%	2%	28%	-44%	-9	12%	-11%
Cc1nc2cc(NC(=O)NCc3ccccc3)ccc2o1	-2%	6%	6%	1%	3%	4%	34%	1	-3%	-2%
COc1cc(C)c(S(=O)(=O)NOCc2ccc([N+](=O)[O-])cc2)c(C)c1C	-3%	-5%	-4%	-2%	-3%	2%	7%	13	18%	0%
CC(=N)c1c(O)c2ccccc2oc1=O	4%	/	-9%	0%	7%	-10%	19%	15	3%	-3%
O=C(Cn1ccc([N+](=O)[O-])n1)NCc1ccco1	2%	-30%	15%	-8%	/	3%	-4%	12	0%	6%
COc1cc(CCC(=O)OCC(=O)N2CCc3ccccc32)cc(OC)c1OC	0%	-9%	?	3%	1%	-5%	12%	17	8.9µM*	11%

An excerpt (hit frequency here may not be typical).
